PrPC surface inh: reduces human prion protein on the cell surface. P04156. cell surface PrPC, TR-FRET read-out. inhibition, % at 13.8 µM. 0.43% of 370,000 active. AID 720596; in the data active = inhibition above about 24%; also: 0% = median of the test wells and 100% = reference compound wells
FadD28 FP inh: blocks FadD28 binding to the bisubstrate probe; fluorescence polarization; inhibition, % at 12.5 µM; 0.22% of 360,000 active; AID 588549; in the data active = inhibition above about 8.5%, passing the limit was not always enough; inconclusive = no clear call, values can overlap the other calls
Mtb BioA inh: inhibitors of Mycobacterium tuberculosis BioA enzyme. purified M. tuberculosis BioA enzyme, plate reader. inhibition, % at 9.99 µM. 0.096% of 360,000 active. AID 602481; in the data active = inhibition above about 40%; inconclusive = no clear call, values can overlap the other calls
MazEF act: increases E. coli MazEF RNase cleavage of RNA. FAM/BHQ RNA-DNA oligo cleavage fluorescence, 5 h. activation, % at 20 µM. 0.32% of 350,000 active. AID 504720; in the data active = activation above about 50%
Target sequence (P0AE70 whole entry, looked up): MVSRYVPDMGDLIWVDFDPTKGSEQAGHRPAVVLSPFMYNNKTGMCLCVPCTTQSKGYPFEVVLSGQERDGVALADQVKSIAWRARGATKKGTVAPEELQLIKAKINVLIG
Rv3671c protease: inhibitors of M. tuberculosis serine protease Rv3671c; P9WHR9; inhibition, % at 5.96 µM; 0.048% of 320,000 active; AID 2606; in the data active = inhibition above about 38%;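 also: extracellular domain of Rv3671c used as enzyme; 0% = enzyme with DMSO and 100% = no enzyme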
BoNT-F LC inh: inhibitors of Botulinum neurotoxin F light chain protease; inhibition, % at 10 µM; Multiplex microsphere protease cleavage assay, flow cytometry; 0.22% of 360,000 active; in the data active = inhibition above about 35%, passing the limit was not always enough; inconclusive = no clear call, values can overlap the other calls; also: plate controls were buffer without enzyme for full effect and enzyme alone for no effect
GDH-TPI counter: inhibits GDH-TPI coupling enzymes, artifact for Mtb FBA screen. inhibition, % at 4.8 µM. AID 588335. 1.2% of 360,000 active. GDH-TPI coupled enzyme counterscreen, NADH absorbance; in the data active = inhibition above about 30%;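 also: 0% = DMSO wells and 100% = wells lacking the enzyme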
UGM FP inh: blocks M. tuberculosis UGM enzyme; P9WIQ1; purified UGM, fluorescence polarization probe displacement; inhibition, % at 10 µM; 0.06% of 320,000 active; in the data active = inhibition above about 10%, passing the limit was not always enough; inconclusive = no clear call, values can overlap the other calls
Target sequence (P9WIQ1 whole entry, looked up): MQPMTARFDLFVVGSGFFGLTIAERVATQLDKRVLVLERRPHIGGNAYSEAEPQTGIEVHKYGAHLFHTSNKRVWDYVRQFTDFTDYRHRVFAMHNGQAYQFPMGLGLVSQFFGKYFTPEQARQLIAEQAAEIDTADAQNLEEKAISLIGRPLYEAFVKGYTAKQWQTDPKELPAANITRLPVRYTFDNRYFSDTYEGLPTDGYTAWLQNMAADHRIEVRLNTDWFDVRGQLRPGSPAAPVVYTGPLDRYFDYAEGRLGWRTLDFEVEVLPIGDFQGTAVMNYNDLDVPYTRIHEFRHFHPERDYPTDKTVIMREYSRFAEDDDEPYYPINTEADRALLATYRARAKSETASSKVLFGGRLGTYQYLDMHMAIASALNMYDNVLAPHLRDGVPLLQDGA
Mtb FBA inh: inhibitors of M. tuberculosis fructose-bisphosphate aldolase; inhibition, % at 1 µM; P9WQA3; 2.3% of 360,000 active; AID 588726; purified M. tuberculosis FBA, fluorescence read-out; in the data active = inhibition above about 27%;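 also: 0% = vehicle and 100% = reference inhibitor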
Target sequence (P9WQA3 whole entry, looked up): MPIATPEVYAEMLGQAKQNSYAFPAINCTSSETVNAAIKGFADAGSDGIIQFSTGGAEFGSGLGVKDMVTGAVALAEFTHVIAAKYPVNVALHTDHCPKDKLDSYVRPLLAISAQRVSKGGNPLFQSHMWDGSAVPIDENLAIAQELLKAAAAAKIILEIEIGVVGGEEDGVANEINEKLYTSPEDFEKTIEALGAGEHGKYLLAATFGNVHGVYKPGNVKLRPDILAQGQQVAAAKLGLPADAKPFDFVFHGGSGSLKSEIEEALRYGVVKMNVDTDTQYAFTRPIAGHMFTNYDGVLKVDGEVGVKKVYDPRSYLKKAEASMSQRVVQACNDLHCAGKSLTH
An asterisk follows results filed as active; ? = inconclusive; / = not tested or not shown; + = active, no number.

SMILES	PrPC surface inh	FadD28 FP inh	Mtb BioA inh	MazEF act	Rv3671c protease	BoNT-F LC inh	GDH-TPI counter	UGM FP inh	Mtb FBA inh
CCc1nc2ccc(C(=O)N3CCN(C(=O)c4ccco4)CC3)cn2c1N(C)Cc1ccc(OC)cc1	-7	-1.2	-0.1	/	/	-5	12	/	1
O=C1Nc2cc(C(=O)NCCCN3CCOCC3)ccc2S/C1=C/c1cccc(Cl)c1	-8	-5.4	-1.2	0	-44	0	15	-0.6	4
CCNC(=O)CN1C(=O)NC(CCc2ccccc2)C1=O (stereo not given)	-1	-0.9	-2.2	7	8	-19	7	-2.3	4
Cc1cc(C(=O)NNC(=O)c2cccc([N+](=O)[O-])c2)n[nH]1	-19	-1.7	0.2	8	7	-2	8	2.3	-3
CCC1CN1P(=O)(Oc1ccc(Cl)cc1)N1CC1CC (stereo not given)	-1	-4.4	-0.1	6	/	-4	-8	/	7
Cc1ccc(C(=O)N/N=C2\SCC(=O)N2c2cc(C)ccc2C)cc1	-5	-3.3	/	-2	-2	-2	-3	1.4	2
Cc1ccc(NC(=O)CN(C)C(=O)c2ccccc2Cc2ccccc2)cc1	1	-5.4	/	6	/	-7	4	/	0
Cc1nn(C)cc1CNC(=O)Nc1ccc(Cl)c(Cl)c1	3	-1.3	-3.0	-2	-11	-6	6	-1.0	-1
CCOCCCNC(=O)C1CCN(C(=O)Nc2ccc(C)cc2)CC1	2	-4.0	-0.7	-2	-5	-10	-1	-0.8	0
CC(Sc1nnc(CC(C)c2ccccc2)n1N)C(N)=O (stereo not given)	-1	/	-1.9	2	-8	14	-4	-3.1	1
CCOC(=O)C1(CC2CCCCO2)CCN(S(=O)(=O)c2ccccc2)CC1 (stereo not given)	3	2.4	/	0	4	3	2	1.2	3
COc1ccc(-c2csc(C(C)(O)c3ccc(F)c(F)c3)n2)cn1 (stereo not given)	6	-4.2	0.6	/	/	-2	-8	/	-1
CCOc1ccc(N2C(=O)CC(Sc3nc(C)cc(C)c3C#N)C2=O)cc1 (stereo not given)	-1	-1.3	/	-15	-5	-2	14	3.0	0
CCOc1ccccc1CNC(=O)CCCn1ncn2c(cc3occc32)c1=O	-7	1.5	-0.9	3	3	4	-2	-0.3	1
COc1ccc(-c2nc3cc(NC(=O)Cc4ccc(OC)c(OC)c4)ccc3o2)cc1	16	-1.7	/	11	1	-3	21	0.3	10
Cc1cccc(C)c1OCc1cc(C(=O)N2CCC(c3ccncc3)CC2)no1	16	-2.8	-0.2	-2	-1	-4	4	-2.1	-3
NC(N)=NS(=O)(=O)c1ccc(NC(=S)NC(=O)c2ccncc2)cc1	-2	-0.3	-0.1	10	5	-9	3	-6.9	1
O=C(NCC(c1cccnc1)N1CCN(c2ccc(F)cc2)CC1)c1ccccc1 (stereo not given)	5	-0.7	-4.0	1	5	2	-11	1.3	-1
CCCCOP(=O)(c1ccc(N(C)C)cc1)C(O)c1ccc(OC)cc1 (stereo not given)	5	-2.6	-1.0	-7	-4	-15	-6	3.5	1
CCN(CC(=O)Nc1ccccc1Br)C1CCCCC1	-4	-28	/	5	-1	4	-8	0.1	-4
Fc1ccccc1CSc1nnc(-c2cccs2)o1	-24	-5.4	/	-2	-1	-5	0	-0.6	-5
CCc1ccc2oc(-c3ccc(OC)cc3)cc(=Nc3cccc(C(=O)O)c3)c2c1	3	-6.2	3.7	-4	-5	-5	22	1.0	+
Cc1n[nH]c(C)c1S(=O)(=O)N(CC(=O)N1CCc2ccccc21)c1ccc(C(C)C)cc1	10	1.3	-1.2	4	-9	-9	6	-1.0	2
COc1ccc(Cl)cc1C(=O)NCCCSc1ccccc1	2	-4.1	0.9	-6	1	1	8	0.5	0
CCn1ccc(C(=O)Nc2ccc(Cl)cn2)n1	7	-0.5	-0.4	7	3	0	-6	-0.1	2

Reformatted as labelled records: entries from further up
O=C1Nc2cc(C(=O)NCCCN3CCOCC3)ccc2S/C1=C/c1cccc(Cl)c1
  PrPC surface inh: -8
  FadD28 FP inh: -5.4
  Mtb BioA inh: -1.2
  MazEF act: 0
  Rv3671c protease: -44
  BoNT-F LC inh: 0
  GDH-TPI counter: 15
  UGM FP inh: -0.6
  Mtb FBA inh: 4
CCNC(=O)CN1C(=O)NC(CCc2ccccc2)C1=O (stereo not given)
  PrPC surface inh: -1
  FadD28 FP inh: -0.9
  Mtb BioA inh: -2.2
  MazEF act: 7
  Rv3671c protease: 8
  BoNT-F LC inh: -19
  GDH-TPI counter: 7
  UGM FP inh: -2.3
  Mtb FBA inh: 4
Cc1cc(C(=O)NNC(=O)c2cccc([N+](=O)[O-])c2)n[nH]1
  PrPC surface inh: -19
  FadD28 FP inh: -1.7
  Mtb BioA inh: 0.2
  MazEF act: 8
  Rv3671c protease: 7
  BoNT-F LC inh: -2
  GDH-TPI counter: 8
  UGM FP inh: 2.3
  Mtb FBA inh: -3
CCC1CN1P(=O)(Oc1ccc(Cl)cc1)N1CC1CC (stereo not given)
  PrPC surface inh: -1
  FadD28 FP inh: -4.4
  Mtb BioA inh: -0.1
  MazEF act: 6
  Rv3671c protease: /
  BoNT-F LC inh: -4
  GDH-TPI counter: -8
  UGM FP inh: /
  Mtb FBA inh: 7

Going on with the list:
SMILES	PrPC surface inh	FadD28 FP inh	Mtb BioA inh	MazEF act	Rv3671c protease	BoNT-F LC inh	GDH-TPI counter	UGM FP inh	Mtb FBA inh
Cc1cc(=O)oc2cc(OCC(=O)N3CCN(c4ccccc4)CC3)ccc12	5	-2.5	5.6	7	3	-3	13	1.5	13
CN(CC(=O)Nc1cccc(F)c1)CC(=O)Nc1cccc(S(=O)(=O)N(C)c2ccccc2)c1	-1	-3.4	2.1	-11	/	-8	2	/	2
O=[N+]([O-])c1ccc(CNCc2cc(Cl)ccc2O)cc1	-6	-1.4	-1.8	2	-2	-19	2	-2.5	5
CC1CC(C)CN(C(=O)c2cccc(S(=O)(=O)N(C)c3ccccc3)c2)C1 (stereo not given)	-1	-1.9	1.0	2	/	?	5	/	0
CCC1CCCCN1C(=O)CSc1nnc(CNC(=O)c2c(F)cccc2Cl)o1 (stereo not given)	2	-0.4	0.6	3	8	1	1	2.8	1
O=C(Nc1cccc(NC(=O)c2cccc(F)c2)c1)c1ccccc1	7	-1.7	-2.7	25	0	-18	1	2.4	-1
NC(=O)C1CCN(CC(O)COCc2ccccc2Cl)CC1 (stereo not given)	0	-1.1	-0.6	1	-2	-11	0	0.2	0
Cc1nn(-c2ccccc2)c(C)c1NC(=O)COC(=O)c1ccc(Cl)c(S(N)(=O)=O)c1	-1	-3.0	0.2	-3	6	4	-2	-3.3	-1
Cc1cc(NC(=O)Cn2ccsc2=N)c([N+](=O)[O-])cc1C	-3	-0.7	/	-30	-2	-3	6	0.6	3
c1nc(N2CCC3(CC2)OCCO3)c2c3c(sc2n1)CCCC3	-3	-5.0	5.1	8	-1	-7	-1	3.9	-1
Cc1cccc(NC(=O)CNC(=O)c2ccc3c(c2)OCO3)n1	4	-0.3	0.0	-1	-3	4	0	8.7	1
CNC(=S)NCCN1CCOCC1	-1	-1.8	/	-1	-3	-2	3	-3.1	-1
COC(=O)C1=NN(N=O)C2(CC(=O)N(c3cc(C)cc(C)c3)C2=O)C1 (stereo not given)	-6	-0.8	-1.6	1	1	1	-2	1.1	4
Cc1ccc(CN(Cc2ccco2)C(=S)NCC(=O)O)cc1	-9	-4.1	1.8	-5	-1	-14	-6	-0.6	2
COc1ccc(OC)c(NC(=O)c2[nH]c(C)c(C(C)=O)c2C)c1	2	-2.1	2.6	4	-15	-2	17	-3.0	0
CC(=O)Nc1ccc(S(=O)(=O)Nc2cccc(C(=O)NC(C)(C)C)c2)cc1	-1	-4.4	-0.5	2	-3	-3	-6	-0.4	0
CCNC(=O)Cn1cnc2c1c(=O)n(C)c(=O)n2C	-1	0.2	-0.2	3	-1	-14	-5	1.1	-2
Cc1nc2ccccc2c(=O)n1-c1cc(F)ccc1F	9	0.7	/	4	7	4	2	0.4	6
COc1ccc(S(=O)Cc2ccc(C(=O)N3CCN(C(=O)c4ccco4)CC3)o2)cc1 (stereo not given)	-3	-1.2	1.3	8	-12	-7	5	2.0	0
CCc1[nH]nc2c1C1(CCN(C(=O)c3ccccc3)CC1)C(C#N)=C(N)O2	9	-2.8	/	-8	-5	9	0	-0.2	-1
CCCCNC(=S)Nc1ccc2[nH]c(=O)[nH]c2c1	6	-1.4	/	8	0	-10	-6	-2.7	0
COc1ccc(NC(=O)CCNS(=O)(=O)c2cccc3nsnc23)cc1	-26	-2.6	/	-2	-8	4	1	0.3	-2
CN=C(C)C1=C(O)C(C(=O)OC)C(C)(C)CC1=O (stereo not given)	8	-1.0	0.8	3	-2	12	-9	-0.3	2
O=C(NCCCN1CCOCC1)c1ccc(CNS(=O)(=O)c2ccc(F)cc2)cc1	-7	1.2	/	4	6	0	11	-0.6	2
Cc1ccccc1N1CCN(S(=O)(=O)c2ccccc2)CC1	5	-3.5	-1.4	4	-1	-2	-2	-1.2	0

The last 2 entries of the part above come first, to join the parts.
SMILES	PrPC surface inh	FadD28 FP inh	Mtb BioA inh	MazEF act	Rv3671c protease	BoNT-F LC inh	GDH-TPI counter	UGM FP inh	Mtb FBA inh
O=C(NCCCN1CCOCC1)c1ccc(CNS(=O)(=O)c2ccc(F)cc2)cc1	-7	1.2	/	4	6	0	11	-0.6	2
Cc1ccccc1N1CCN(S(=O)(=O)c2ccccc2)CC1	5	-3.5	-1.4	4	-1	-2	-2	-1.2	0
COc1ccc(C2C(C(=O)c3ccccc3)=C(C)Nc3nc4ccccc4n32)cc1OC (stereo not given)	-4	-0.6	0.9	6	2	-12	-4	1.0	1
CN(Cc1nc2c(s1)CCCC2)C(=O)CCc1nnc(-c2ccc3c(c2)OCO3)o1	2	-0.2	-0.7	7	4	-8	6	4.5	6
O=S(=O)(NC1CCCCC1)c1ccc(F)c2ccccc12	4	-0.4	-0.1	9	3	-1	15	-1.5	0
CC(=O)N(C)c1ccc(N=Nc2c(C)[nH]n(C(N)=S)c2=O)cc1	-11	-0.5	/	2	-5	1	12	-0.4	-12
COc1ccc(/C(N)=N/OC(=O)CCc2ccccc2)cc1	11	-3.7	3.4	8	-10	0	-7	-3.7	0
CSCCC(NS(=O)(=O)c1cccs1)C(=O)NCc1cccs1 (stereo not given)	3	-0.4	-4.3	-2	3	15	15	-2.1	8
Cn1c(NC(=O)c2ccccc2)c(-c2cccs2)c(=O)c2ccccc21	12	0.8	-2.0	10	-3	0	3	-0.3	-2
CSc1ccccc1C(=O)C1CCCN(Cc2ccncc2)C1 (stereo not given)	9	-4.1	-0.6	-1	-2	-6	-5	-1.3	2
O=C(Nc1nc(-c2ccc(Cl)cc2Cl)cs1)C1CCCO1 (stereo not given)	10	-0.7	-2.1	1	-2	-5	-1	-2.1	0
CC(=O)Oc1ccc(C#C/C=C2\c3ccccc3C(=O)N2c2ccccc2)cc1	/	0.5	-2.5	-2	-8	-13	1	2.0	1
Cn1c(OCC2CCCO2)nc2cc(-c3ccccc3)sc2c1=O (stereo not given)	-4	-6.8	-0.2	/	/	-2	3	/	2
COc1ccccc1NC(=O)N1c2ccccc2NC(=O)CC1C (stereo not given)	6	-1.6	1.7	2	3	0	15	0.2	1
Cc1cc(C)c2nc(N3CCCC(C(=O)N4CCC(C(N)=O)CC4)C3)sc2c1 (stereo not given)	5	-2.2	3.6	5	2	-8	-2	-0.3	2
CCOc1cc2[nH]c(=S)n(CCCN(CC)CC)c(=O)c2cc1OCC	-18	-0.3	-0.3	8	3	7	8	-0.5	0

Compound activity: PubChem, several laboratories
